Screens: PubChem BioAssay, several laboratories
HCV core dimer: HCV core protein dimerization inhibition. TR-FRET GST/Flag-core106 dimerization, 1536-well. inhibition, % at 5 µM. 0.33% of 300,000 active. AID 1899;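 active means inhibition above the mean of all tested compounds plus 3 SD, set per screening campaign, cut at about 45% in these data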
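System: GST-tagged and Flag-tagged HCV core protein residues 1-106 / Input: core106 proteins, GST 13.5 nM and Flag 17 nM / Buffer or medium: KF-containing HEPES buffer, pH 7.45, DTT, CHAPS, BSA / Probe or stimulus: Eu-anti-GST and XL665-anti-Flag labelled anti-tag antibodies / Schedule: 4 h, 22.5 °C incubation / Technique: TR-FRET 671 and 617 nm emission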
PP1 counter: PP1-alpha (human) inhibition in PP5 counter-screen. P62136. inhibition, % at 6.7 µM. purified PP1alpha, OMFP fluorescence. 0.9% of 320,000 active. AID 2235;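 active means inhibition above the mean inhibition of all tested compounds plus 3 SD, computed separately for each screening campaign, cut at about 15% in these data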
Target sequence (P62136 whole entry, looked up): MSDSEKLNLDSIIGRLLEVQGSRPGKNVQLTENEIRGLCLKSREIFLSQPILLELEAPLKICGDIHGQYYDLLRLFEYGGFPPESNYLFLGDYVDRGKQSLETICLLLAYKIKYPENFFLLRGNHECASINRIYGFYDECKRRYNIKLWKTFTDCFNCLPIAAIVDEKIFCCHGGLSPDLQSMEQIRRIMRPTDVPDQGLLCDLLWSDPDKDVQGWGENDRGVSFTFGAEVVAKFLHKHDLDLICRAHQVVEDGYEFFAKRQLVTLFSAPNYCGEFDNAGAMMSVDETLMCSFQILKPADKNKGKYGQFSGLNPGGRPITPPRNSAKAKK
Efflux pump inh: blocks antifungal efflux pumps in multiplex yeast assay; inhibition, % at 10 µM; 0.44% of 330,000 active; S. cerevisiae Candida pump triplex, Nile Red efflux;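 active means plate passing quality check with inhibition over a set limit, or well fluorescence over plate mean plus 4 SD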;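 further: Nile Red retained in pooled yeast measured as flow cytometry median fluorescence; 0% = buffer negative control and 100% = Enniatin B positive control; higher means more Nile Red kept so more efflux inhibition; some compounds called inactive have numbers as strong as hits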
PREPL inhibitor: human PREPL enzyme inhibition | 0.68% of 320,000 active | recombinant PREPL, fluorescence polarization activity-based probe | inhibition, % at 5.96 µM | Q4J6C6; in the data active means inhibition above about 43%;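 further: 0% = enzyme with DMSO and 100% = wells lacking enzyme; many of its hits are not listed in these tables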
CTSL1 counter: cathepsin L1 inhibition, PFM18AAP counter-screen | 0.49% of 300,000 active | inhibition, % at 5.96 µM | recombinant F. hepatica cathepsin L1, Z-Leu-Arg-MCA fluorescence | AID 1906;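 active means inhibition above the mean of all tested compounds plus 3 SD, set per screening campaign, cut at about 17% in these data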;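 further: 0% = plate median of test compound wells and 100% = 1 µM Z-Phe-Ala-diazomethylketone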
GASC-1 inh: human JMJD2C demethylase inhibition; Q9H3R0; GST-JMJD2C(1-420) H3K9me3 demethylation, DELFIA europium; inhibition, % at 2.35 µM; 0.069% of 330,000 active;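 active means more than half of a compound's replicate wells show inhibition beyond 50%, single wells judged on their own value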;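 further: signal counts dimethyl H3K9 product captured on neutravidin plate; 0% = median of DMSO wells and 100% = 0.3 times that DMSO median; strong numbers were not always called active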
Target sequence (Q9H3R0 1-420 limits assumed): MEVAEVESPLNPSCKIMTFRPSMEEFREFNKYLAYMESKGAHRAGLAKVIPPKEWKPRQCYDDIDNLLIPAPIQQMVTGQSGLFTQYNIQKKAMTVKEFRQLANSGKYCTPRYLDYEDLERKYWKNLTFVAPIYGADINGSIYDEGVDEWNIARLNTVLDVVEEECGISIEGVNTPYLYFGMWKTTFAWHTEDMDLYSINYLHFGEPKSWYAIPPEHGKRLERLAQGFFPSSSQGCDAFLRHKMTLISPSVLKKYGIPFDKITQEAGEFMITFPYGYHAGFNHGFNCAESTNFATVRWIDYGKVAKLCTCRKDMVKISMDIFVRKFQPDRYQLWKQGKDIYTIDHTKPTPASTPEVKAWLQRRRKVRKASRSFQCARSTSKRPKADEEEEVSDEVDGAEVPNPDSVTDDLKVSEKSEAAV
TPT1 inh: C. albicans TPT1 enzyme inhibition. recombinant caTPT1, FP RNA substrate dephosphorylation. inhibition, % at 5 µM. 0.81% of 300,000 active;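 active means inhibition above the mean of all tested compounds plus 3 SD, set per screening campaign, cut at about 24% in these data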;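 further: plate controls were DMSO alone for no effect and ferristatin control at 100 nM for full effect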
PP5 inh: inhibitors of human protein phosphatase 5 (PP5); AID 1987; purified PP5c, OMFP substrate fluorescence; inhibition, % at 6.7 µM; P53041; 0.18% of 320,000 active;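 active means inhibition above the campaign's mean inhibition across all tested compounds plus 3 SD, cut at about 9.5% in these data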;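 further: 0% = DMSO only and 100% = 100 µM cantharidin control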
LYPLA2 inh: LYPLA2 (human) inhibition in PME1 counter-screen | O95372 | recombinant LYPLA2, FP-Rh probe fluorescence polarization | inhibition, % at 5.9 µM | 0.38% of 320,000 active;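 active means inhibition above the screen-wide mean plus 3 SD, limit set per campaign, cut at about 26% in these data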;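 further: 0% = LYPLA2 with DMSO and 100% = wells lacking LYPLA2 enzyme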
Target sequence (O95372 whole entry, looked up): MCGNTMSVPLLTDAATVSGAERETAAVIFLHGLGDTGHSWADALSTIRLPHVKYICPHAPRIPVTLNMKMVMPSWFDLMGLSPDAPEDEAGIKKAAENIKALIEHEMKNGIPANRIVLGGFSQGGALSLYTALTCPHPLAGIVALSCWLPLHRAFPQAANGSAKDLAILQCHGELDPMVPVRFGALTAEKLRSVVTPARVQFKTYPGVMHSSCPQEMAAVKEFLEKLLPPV
Numbers without * were called inactive; x = no result given; & = joins results of further samples. Not all compounds are listed (hit frequency here may not be typical).

Values run as follows: HCV core dimer	PP1 counter	Efflux pump inh	PREPL inhibitor	CTSL1 counter	GASC-1 inh	TPT1 inh	PP5 inh	LYPLA2 inh
C=CCNc1nc(NCCO)nc(N2CCCC2)n1
→ -2	-2	0.1	9	-2	2	-4	0.3	1
CC(C)(C)NC(=O)c1c(F)c(F)c(F)c(F)c1F
→ -18	0	-0.2	-2	-4	-6	0	2.2	2
COc1ccc(C(CNC(=O)c2ccco2)N2CCOCC2)cc1 (stereo not given)
→ x	-4	-0.1	1	x	-6	x	1.4	0
CCOC(=O)c1cc(C#N)c(N2CCN(c3ccc(OC)cc3)CC2)[nH]c1=O
→ 6	2	0.0	22	4	-3	3	0.2	2
COc1ccc(OC)c2sc(N3CCN(C(=O)c4ccc5ncsc5c4)CC3)nc12
→ -7	1	0.1	20	0	10	3	-0.6	6
CCC(C)NC(=O)C(Sc1ccccc1)c1ccccc1 (stereo not given)
→ -7	3	-0.1	12	-1	-1	4	0.8	1
CC(C)(C)Nc1nc(OCC(F)(F)F)nc(OCC(F)(F)F)n1
→ -7	1	-0.1	4	6	-2	5	1.6	9
CN(C)CCN(C(=O)c1ccc2c(c1)OCCO2)c1nc2ccc(Cl)cc2s1
→ -3	-2	-0.1	3	2	1	-5	-3.5	5
c1ccc2c(c1)nnn2-c1ncnc2sc3c(c12)CCCC3
→ -1	2	0.1	2	1	-13	-3	2.3	0
Cn1c(NC(=O)c2ccc(F)cc2)c(-c2ccccn2)c(=O)c2ccccc21
→ 1	-4	0.2	3	1	0	-1	0.1	0
OCCNc1nc(Nc2cccc(O)c2)nc2ccccc12
→ -1	1	0.0	12	4	14	0	-2.0	2
CCn1c(N2CCN(C(=S)NCC(C)C)CC2)nc2ccccc21
→ -3	0	0.0	-7	-4	-7	4	2.9	0
O=C(c1cc(-c2ccccc2)nc2ccccc12)N1CCN(C2CCS(=O)(=O)C2)CC1 (stereo not given)
→ x	-3	-0.1	6	x	-1	x	1.8	-2
Cc1cc(C)cc(NC(=O)C(NCC2CCCO2)c2ccccc2)c1 (stereo not given)
→ 3	1	0.5	6	0	2	2	-0.2	-4
COc1ccc([C@H]2CC(=O)C=C(/C=C/Cc3ccccc3)C2)cc1
→ x	3	0.1	5	x	x	x	1.0	10
O=C1CC(CC(=O)N/N=C/c2ccccc2[N+](=O)[O-])=NN1
→ -16	1	0.2	8	18*	14	-3	0.9	1
CN(C)c1nnnn1-c1ccc(Cl)cc1
→ -8	-2	-0.1	-1	-1	x	-2	1.2	1
CS(=O)(=O)N(CC(=O)N1CCN(c2ccc(F)cc2)CC1)c1ccc(F)c(Cl)c1
→ -2	-4	0.0	10	2	-2	-1	1.5	6
COc1ccc(NC2SC(=O)N(CC(=O)O)C2=O)cc1 (stereo not given)
→ -3	0	-0.1	7	-4	7	-5	1.9	5
O=C(CC(Nc1ccccc1Cl)C(=O)OCC(=O)c1cccs1)c1ccccc1 (stereo not given)
→ 3	4	0.3	-3	3	5	0	2.8	-4
CCCCN(C)C(=O)c1ccc2c(c1)N(CC)C(=O)c1ccccc1S2(=O)=O
→ -3	-1	0.1	-8	-1	2	-2	1.9	-1
Cc1cccc(NC(=O)C(C)SCc2nc3sc4c(c3c(=O)[nH]2)CCCC4)n1 (stereo not given)
→ 6	-2	-0.1	18	5	32	18	-2.1	3
CC(=O)c1cccc(N(CC(=O)Nc2ccc(S(=O)(=O)N3CCCC3)cc2)S(C)(=O)=O)c1
→ 1	3	-0.1	-4	-9	-8	0	2.9	1
COc1ccc(NC(=O)C/C(C)=N/NC(=O)c2cnccn2)c(OC)c1
→ -2	0	0.1	6	1	9	0	-1.0	-6
COC(=O)c1nnn(-c2nonc2N)c1COc1ccc(C=O)cc1OC
→ -2	-3	-0.2	-2	2	31	-6	-1.0	7
COc1cccc(N2CCN(S(=O)(=O)c3c(C)[nH]c(C)c3C(=O)N3CCCCC3)CC2)c1
→ 4	0	0.5	18	-4	0	-1	2.0	5
O=C(COc1ccc2c3c(c(=O)oc2c1)CCC3)NCC(O)c1ccccc1 (stereo not given)
→ -2	0	-0.2	10	-1	7	1	2.0	1
O=C(Nc1ccccc1)Nc1ccc(F)c([N+](=O)[O-])c1
→ -2	1	-0.1	15	-1	-2	-2	1.5	6
COc1ccccc1NC(=O)COc1ccc(Br)cc1CNC1CCCC1
→ -1	-1	0.1	7	-1	x	0	1.6	-7
CCNC(=S)NNC(=O)c1cc(-c2ccc(OCC)cc2)nc2ccccc12
→ 4	-5	-0.1	2	0	1	1	2.5	-7
CCc1nc2sc3c(c2c(=O)n1N)CCC3
→ -1	1	0.0	13	-3	49	3	-1.2	6
CSCCC(NC(N)=O)C(=O)N(C)CC(=O)Nc1cc(C)ccc1C (stereo not given)
→ 1	0	0.0	2	0	3	-2	-1.9	2
COc1cccc(C(=O)OCc2cc(=O)oc3c(C)c(C)ccc23)c1OC
→ 15	0	0.1	18	3	8	-3	-0.2	-10
CCn1c(C(=O)NC(C)c2ccc3c(c2)OCCO3)cc2sccc21 (stereo not given)
→ -1	-3	-0.1	2	0	-14	-2	1.1	2
CC(C)C(OC(=O)C1=Cc2ccccc2OC1)C(=O)NC1CCCC1 (stereo not given)
→ -2	0	1.6	-1	-27	10	-3	-2.6	7
CCCCc1cc(=O)oc2cc(C)c(CN3CCCC3)c(O)c12
→ 51*	1	0.4	-10	3	-10	6	2.4	-4
COc1cccc(C(=O)Nc2ccncc2)c1OC
→ -3	-4	0.0	6	-3	0	-3	0.2	2
N=c1c2c(-c3ccccc3)c(-c3ccccc3)n(Cc3ccco3)c2ncn1CCCn1ccnc1
→ -5	9	1.2	23	-1	4	2	1.0	-1
COc1ccc(-c2csc(Nc3ccccc3)[n+]2CC(O)c2ccc([N+](=O)[O-])cc2)cc1 (stereo not given)
→ 5	0	0.0	-1	2	13	-2	1.0	-3
NNc1ccc2nncn2n1
→ 1	-3	-0.2	12	-3	11	-2	1.2	-2
O=C(Oc1oc(-c2ccco2)nc1C=Nc1ccccc1)c1ccoc1
→ 3	-3	0.0	-4	14	3	-1	4.3	3
O=c1c2ccccc2nc(/C=C/c2ccc(Br)cc2)n1CCO
→ -7	-1	0.0	-5	-3	3	-1	2.4	1
O=C(CN(Cc1cccs1)C(=O)CCC(=O)Nc1nccs1)NCc1ccccc1
→ -5	0	0.0	3	1	2	3	0.7	-4
COc1cc(C2CC(=O)C3=C(C2)Nc2ncnn2C3c2cccs2)cc(OC)c1OC (stereo not given)
→ -3	-3	-0.1	14	1	-24	-1	2.0	1
Cc1cnc(C(=O)OCC(=O)NC2CCCCCC2)cn1
→ 2	-4	0.6	4	-9	16	-3	0.7	3
O=C(CSc1ccccn1)NCc1ccc2c(c1)OCO2
→ -1	-2	-0.2	6	17*	1	0	1.3	6
Cc1ccc(C(=O)NC2CCSC2=O)cc1 (stereo not given)
→ -6	-4	0.0	13	-1	-1	-2	-2.5	3
O=C(NCc1ccccc1C(F)(F)F)C1CCC(=O)N(CCCc2ccccc2)C1 (stereo not given)
→ 5	-5	1.3	7	2	5	1	0.6	4
COc1ccc(/C(O)=C2\C(=O)C(=O)N(CCN(C)C)C2c2cc(OC)c(OC)c(OC)c2)c(C)c1 (stereo not given)
→ -2	6	-0.1	2	0	-7&3	-4	2.5	5
C#CCOCCOCCOCCNc1nc(N2CCN(C(=O)[C@H](CCC(=O)O)n3cc(C(N)[C@H](C)CC)nn3)CC2)nc(N2CCN(C(=O)[C@H](CCC(=O)O)n3cc(C(N)[C@H](C)CC)nn3)CC2)n1 (stereo not given in full)
→ -6	2	-0.1	3	1	8	-4	-0.9	3
COCCCn1c(=O)c2ccccc2n(Cc2ccc(C)cc2)c1=O
→ 17	0	0.1	6	0	1	3	-2.9	3
N#Cc1ccc(CSc2nnc(NC(=O)CN3C(=O)C4CC=CCC4C3=O)s2)cc1 (stereo not given)
→ 16	0	0.0	1	-1	2	-5	0.4	10
O=C(O)C1C2C=CC(O2)C1C(=O)Nc1ccc2c(c1)OCCO2 (stereo not given)
→ -3	7	0.0	1	-2	10	-2	15*	-1
O=C(NCc1ccco1)c1ccc(COc2cc(Cl)ccc2Cl)cc1
→ 3	1	0.1	-19	3	3	-4	1.7	-12
COc1cc(S(=O)(=O)N(Cc2ccccc2)Cc2ccccn2)ccc1-n1cnnn1
→ 6	-7	-0.2	1	1	4	0	2.1	3
COCCCNC(=S)Nc1cccc2ncccc12
→ -2	-4	0.3	3	-2	1	2	0.1	-5
CCN(Cc1ccc(OC)c(F)c1)C(=O)c1oc2ccccc2c1COC
→ 0	1	0.0	8	2	3	-2	0.8	0
O=C(Cn1ncc2c3ccccc3n(Cc3ccccc3)c2c1=O)NCCN1CCOCC1
→ 0	-5	0.0	0	-5	2	2	2.8	-10
Cc1cccc(NC(=O)Cn2cnc3c(oc4ccccc43)c2=O)c1
→ -2	-3	0.1	17	8	-2	-2	-2.4	10
COc1ccc(CN2CCN(S(=O)(=O)c3ccc(NC(C)=O)cc3)CC2)cc1
→ -1	2	-0.1	1	1	0	-2	1.3	0

Ordered by molecular weight (largest number first): part of the list above.
Values run as follows: HCV core dimer	PP1 counter	Efflux pump inh	PREPL inhibitor	CTSL1 counter	GASC-1 inh	TPT1 inh	PP5 inh	LYPLA2 inh
COC(=O)c1nnn(-c2nonc2N)c1COc1ccc(C=O)cc1OC
→ -2	-3	-0.2	-2	2	31	-6	-1.0	7
CCn1c(N2CCN(C(=S)NCC(C)C)CC2)nc2ccccc21
→ -3	0	0.0	-7	-4	-7	4	2.9	0
CN(C)c1nnnn1-c1ccc(Cl)cc1
→ -8	-2	-0.1	-1	-1	x	-2	1.2	1

More entries.
Values run as follows: HCV core dimer	PP1 counter	Efflux pump inh	PREPL inhibitor	CTSL1 counter	GASC-1 inh	TPT1 inh	PP5 inh	LYPLA2 inh
COc1ccc2[nH]c(=O)c(CN(Cc3ccccc3)Cc3nnnn3CC3CCCO3)cc2c1 (stereo not given)
→ 1	0	-0.1	-2	0	112&2	3	3.5	3
COc1ccccc1C1(CCN=Cc2ccc(N(C)C)cc2)CCOC(C)(C)C1 (stereo not given)
→ -5	-1	-0.2	7	0	0	1	0.4	2
CCOC(=O)c1nn(-c2ccc(F)cc2)cc1O
→ -5	2	0.0	9	1	27	-4	0.0	5
C/C(=N\NC(=O)c1ccc(Br)cc1)c1ccccc1
→ -1	4	0.6	8	1	-8	4	4.0	-10
CC(C)C[C@@H](CO)N(Cc1ccccc1)S(=O)(=O)N(Cc1ccccc1)[C@H](CO)CC(C)C
→ x	8	0.2	0	x	x	x	8.0	-20
CCOc1cccc2cc(-c3nnc(NCc4ccc5c(c4)OCO5)s3)c(=O)oc12
→ 9	2	-0.2	-3	-3	-8	4	1.1	-1
Cc1ccc(NC(=O)Cc2noc3ccccc23)cc1
→ 2	-3	0.0	2	0	25	-1	0.8	-1
COc1ccccc1N1CCN(C2CCCN(C(=O)CCC(C)=O)C2)CC1 (stereo not given)
→ -9	0	0.0	17	10	9	-5	0.9	3
Cc1ccc(N)cc1NC(=O)CN1CCOCC1
→ -13	2	-0.1	12	7	25	0	1.4	8
CN(C)S(=O)(=O)c1cccc(NC(=O)Cn2cc(C(F)(F)F)cc(Cl)c2=O)c1
→ 8	0	0.3	9	0	-17	-2	-0.3	-6

Entries listed above printed as active in PP5 inh.
mol | HCV core dimer | Efflux pump inh | PREPL inhibitor | GASC-1 inh | TPT1 inh | PP5 inh
O=C(O)C1C2C=CC(O2)C1C(=O)Nc1ccc2c(c1)OCCO2 (stereo not given) | -3 | 0.0 | 1 | 10 | -2 | 15*
